# AmpC detergent: qHTS Inhibitors of AmpC Beta-Lactamase (assay with detergent) | AID 485294, 2010 | P00811 | 0.041% of 370,000 active | AmpC hydrolysis of nitrocefin, absorbance 480 nm, 0.01% Triton | Potency, µM (series often up to 114 µM), for the others: at the highest dose activity change, negative = inhibition, hits mostly inhibitors;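 further: potency means the concentration at half of the fitted maximal effect; 0% = no-compound wells and -100% = no-enzyme wells; nearly all actives have a fitted effect of over 25% in size; some results filed as inactive show a strong effect at the top dose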
# Target sequence (P00811 whole entry, looked up): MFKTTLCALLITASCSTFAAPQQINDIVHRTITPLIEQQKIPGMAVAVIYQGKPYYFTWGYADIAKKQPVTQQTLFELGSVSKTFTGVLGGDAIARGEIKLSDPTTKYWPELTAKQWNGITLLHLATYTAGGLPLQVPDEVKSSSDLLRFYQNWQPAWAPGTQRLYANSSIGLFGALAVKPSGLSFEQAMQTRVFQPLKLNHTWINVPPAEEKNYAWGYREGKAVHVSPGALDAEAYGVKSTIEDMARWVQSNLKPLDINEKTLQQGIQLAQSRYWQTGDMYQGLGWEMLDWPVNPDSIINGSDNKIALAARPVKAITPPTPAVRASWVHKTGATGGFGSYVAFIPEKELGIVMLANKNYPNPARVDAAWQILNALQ
#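 AmpC (5.3 nM in the dispensed reagent) in 20 mM phosphate pH 7.0 with 0.01% (detergent screen) or 0.0001% Triton X-100 was preincubated with compounds for 15 min at room temperature. Nitrocefin was then added from an 800 uM solution, and hydrolysis was followed at 480 nm.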
# LmPK inh: qHTS Assay for Inhibitors of Leishmania Mexicana Pyruvate Kinase (LmPK) | purified LmPK, Kinase-Glo ATP luminescence, 1 h | Q27686 | Potency, µM (series often up to 57.5 µM), for the others: at the highest dose activity change, negative = inhibition, actives largely listed as inhibitors | 0.37% of 290,000 active; further: potency means the concentration at half of the fitted maximal effect
# Target sequence (Q27686 whole entry, looked up): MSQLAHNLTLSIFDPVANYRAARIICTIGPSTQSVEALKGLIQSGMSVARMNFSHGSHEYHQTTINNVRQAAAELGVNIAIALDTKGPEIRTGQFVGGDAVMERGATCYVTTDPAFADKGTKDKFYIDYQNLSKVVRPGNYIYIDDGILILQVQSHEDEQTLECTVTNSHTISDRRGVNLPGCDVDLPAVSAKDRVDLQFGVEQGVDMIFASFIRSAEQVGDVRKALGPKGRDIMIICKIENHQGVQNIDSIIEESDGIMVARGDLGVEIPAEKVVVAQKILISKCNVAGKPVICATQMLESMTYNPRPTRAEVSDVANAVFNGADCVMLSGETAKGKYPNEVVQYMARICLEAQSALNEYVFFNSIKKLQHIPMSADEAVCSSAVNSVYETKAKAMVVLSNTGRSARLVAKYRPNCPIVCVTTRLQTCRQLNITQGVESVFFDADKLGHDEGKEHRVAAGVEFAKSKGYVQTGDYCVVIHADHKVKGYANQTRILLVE
#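 Purified LmPK (0.1 nM) converted ADP (0.1 mM) to ATP with PEP (0.5 mM) in imidazole buffer pH 7.2 with KCl and MgCl2, 1 h at room temperature. ATP was read by Kinase-Glo luminescence; data normalized to uninhibited and no-enzyme controls.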
# Tb PYK inh: qHTS of Trypanosoma Brucei Inhibitors | pyruvate kinase (Trypanosoma brucei), Q57TT1 | TbPYK enzyme, Kinase-Glo Plus ATP luminescence, 45 min | Potency, µM (series often up to 76.8 µM), for the others: at the top dose activity, negative = inhibition, hits mostly inhibitors | 0.12% of 410,000 active; further: potency means the concentration at half of the fitted maximal effect; nearly all actives have a fitted effect of over 50% in size
#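 Luminescent Kinase-Glo Plus end-point after 45 min room-temperature reaction of T. brucei pyruvate kinase started with 130 uM ADP (final). Buffer TEA 50 mM pH 7.2 with KCl, MgCl2, BSA, Tween-20; titration-based qHTS with fitted concentration-effect curves.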
# AmpC no deterg: qHTS Inhibitors of AmpC Beta-Lactamase (assay without detergent). P00811. AmpC nitrocefin hydrolysis, absorbance 480 nm, 0.0001% Triton. Potency, µM (titrated, usually from 57.1 µM), without a hit: at the top dose activity change, negative = inhibition, most hits filed as inhibitors. 0.52% of 330,000 active. AID 485341, 2010;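 further: potency means the concentration at half of the fitted maximal effect; plate controls were no compound for no effect and no enzyme for full effect; nearly all actives have a fitted effect of over 20% in size; some results filed as inactive show a strong effect at the top dose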
#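 20 mM phosphate pH 7.0 + 0.01% (detergent screen) or 0.0001% Triton X-100; 5.3 nM AmpC reagent; cpd preinc 15 min RT; nitrocefin (800 uM stock) to start; A480 q20 s × 4 min; Activity was normalised to no-enzyme and no-compound control wells.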
# HCMV antiviral: qHTS Assay for inhibitors of the human cytomegalovirus (HCMV); AID 1259415, 2018; HFF cells, HCMV-luciferase reporter, 72 h; stronger effect = lower value; 4.5% of 410,000 active; activity change, negative = inhibition, % at 57.5 µM; in the data active means activity change below about -60%; inconclusive means no clear call, values can overlap the other calls; inactive means above about -39%
#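 Cell-based, HFFs, 1000 cells/well, 16 h 37C; cpds in DMSO + HCMV-luc, MOI 1 PFU/cell; 72 h 37C; OneGlo luminescence after 5 min RT; norm. to buffer vs Salinomycin 10uM.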
# Sm TGR inh: qHTS Assay for the Inhibitors of Schistosoma Mansoni Peroxiredoxins; Schistosoma mansoni thioredoxin glutathione reductase (TGR), Q962Y6; purified TGR, DTNB reduction, TNB absorbance 405 nm; Potency, µM (highest dose often 114 µM), for the others: at the highest dose activity change, negative = inhibition, actives largely listed as inhibitors; 3% of 360,000 active; further: potency means the concentration at half of the fitted maximal effect; nearly all actives have a fitted effect of over 60% in size
#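 First, TGR (20 nM dispensed) and NADPH were mixed with compound. Second, a 15 min room-temperature incubation followed. Third, further NADPH and then DTNB were added to start the reaction. Finally, TNB absorbance was monitored kinetically.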
# AMA1 RON2 block: qHTS for Inhibitors of AMA1-RON; Towards Development of Antimalarial Drug Lead: Primary Screen; Plasmodium falciparum AMA1 (3D7) - RON2 peptide interaction; AlphaScreen AMA1-biotinylated RON2 peptide binding; Potency, µM (series often up to 58.2 µM), inactives show top-dose activity change, negative = inhibition, most hits filed as inhibitors; 0.2% of 360,000 active;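 further: potency means the concentration at half of the fitted maximal effect; 0% = vehicle wells and -100% = peptide control; nearly all actives have a fitted effect of over 45% in size; some results filed as inactive show a strong effect at the top dose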
#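 AMA1 (3D7) with his tag at 25 nM final met compounds first, then biotinylated RON2 peptide at 25 nM; detection used donor plus acceptor beads, 10 µg/mL apiece, read by AlphaScreen after 30 min at room temperature.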
# * hit, by the source's call; ? = inconclusive; / = not tested or not shown; [ ] = another dose, or the depositor's remark. Unless noted, the call rests on the fitted dose curve; in most records, active means well fitted curve in the direction sought with a large enough effect; inconclusive means small, poorly fitted or top-dose-only effect, or another doubt; inactive means no such curve, though single readings can be large; an effect the other way counts as inactive or inconclusive. Unless noted, on the % scale 0 is the no-effect control and ±100 the full control effect. Rows were taken by chance. About 7.4% of those tested had a hit in this group.
SMILES,AmpC detergent,LmPK inh,Tb PYK inh,AmpC no deterg,HCMV antiviral,Sm TGR inh,AMA1 RON2 block
CC(=O)c1ccc(NC(=S)NCc2cccnc2)cc1,6%,1%,-3%,-4%[2.29 µM],?,40µM*,7%
Cc1cc(NC(=O)c2ccccc2)ncc1NC(=O)c1cccs1,1%,?,-3%,-29%,53,/,5%
COc1ccc(OC)c(NC(=O)CSc2nc(N3CCOCC3)nc(N3CCOCC3)n2)c1,6%,-2%,-3%,-5%,-10,6%,-4%
Cn1c(=O)c2sccc2n2c(CCC(=O)N3CCN(c4ccccc4)CC3)nnc12,-4%,/,1%,/,-7,0%,/
C[C@H](CO)N1C[C@H](C)[C@H](CN(C)C(=O)c2ccccn2)Oc2ncc(Br)cc2C1=O,/,/,-11%,/,2,/,1%
CC1(C)CC(C(N)=S)CCO1 (centres undefined),0%,-1%,-8%,-9%,-5,12%,4%
Cc1noc(C)c1C(=O)OCC(=O)/C=C1/N(C)c2ccccc2C1(C)C,/,/,-1%,/,-4,/,-2%
COc1cc(CC(=O)OCc2ccccc2F)cc(OC)c1OC,-10%,8%,0%,17%,-16,-2%,5%
COc1cc(OC)c(OC)cc1CNc1cc(C)ccc1OC,?,-1%,-6%,75%[activator],?,40µM*,?
CCC(C)NS(=O)(=O)c1ccc(N)cc1 (centres undefined),?,1%,6%,-14%,-9,14%,0%
C[C@]1(O)CC(=O)C=C[C@H]1Nc1ccccc1,/,/,4%,/,?,/,7%
Cc1ccc(NC(=O)CCNS(=O)(=O)c2ccc3c(c2)CCC(=O)N3)cc1F,4%,2%,5%,-14%,55,7%,0%
O=C(CSc1nnc(-c2cccs2)o1)c1cccs1,2%,0%,0%,-25%,28,-13%,11%
Cn1cc(S(=O)(=O)N2CCc3ccccc32)cc1C(=O)NC1CCCCC1,7%,0%,-5%,-6%,2,6%,0%
O=C1CN=C(c2ccccc2)c2cc(Br)ccc2N1Cc1cc(=O)n2ccccc2n1,-1%,-4%,-13%,-18%,?,-1%,-13%
COc1ccccc1C1CC(=O)NC(SCC(=O)Nc2ccccc2)=C1C#N (centres undefined),-2%,3%,-1%,-32%,-13,-11%,-5%
COc1ccc(CCNC(=O)c2cc3c(=O)n4ccccc4nc3n2C)cc1,-5%,/,0%,/,-22,0%,/
CCc1cccc(NC(=O)CN2CCCN(Cc3cccc(C)c3)S2(=O)=O)c1,4%,/,0%,/,0,30%,/
CCCCCC(=O)NN=C1CCN(Cc2ccccc2)CC1,?,0%,-4%,-21%,-30,0%,9%
Cc1noc(C)c1S(=O)(=O)NC(=O)C1(C)CCN1C(=O)c1ccc(C2CCCCC2)cc1 (centres undefined),/,/,4%,/,5,/,-3%
Cc1c(C(=O)NCCC#N)sc(=O)n1Cc1ccc(C(=O)N(C)C)cc1,/,/,-4%,/,17,/,-4%
COc1ccccc1NC(=O)C(C)OC(=O)CSCC(=O)Nc1ccc(C)cc1C (centres undefined),1%,/,3%,-3%,-22,-1%,-5%
CCCCN(C(=O)CC1CCCC1)c1c(N)n(CCC)c(=O)[nH]c1=O,-1%,/,-10%,-15%,-4,0.56µM*,7%
Cc1cc(C(F)(F)F)nc(CCNC(=O)C2CCC(=O)N(Cc3cccc(F)c3)C2)n1 (centres undefined),-11%,6%,-12%,14%,6,-20%,0%

# Complete entries, quoted from the list:
# Entry for COc1cc(CC(=O)OCc2ccccc2F)cc(OC)c1OC : AmpC detergent: -10%; LmPK inh: 8%; Tb PYK inh: 0%; AmpC no deterg: 17%; HCMV antiviral: -16; Sm TGR inh: -2%; AMA1 RON2 block: 5%
# Entry for CCC(C)NS(=O)(=O)c1ccc(N)cc1 (centres undefined) : AmpC detergent: ?; LmPK inh: 1%; Tb PYK inh: 6%; AmpC no deterg: -14%; HCMV antiviral: -9; Sm TGR inh: 14%; AMA1 RON2 block: 0%

# Additional structures follow.
SMILES,AmpC detergent,LmPK inh,Tb PYK inh,AmpC no deterg,HCMV antiviral,Sm TGR inh,AMA1 RON2 block
Cc1cccc(N2CCN(C(=O)Cn3sc4nc(C)cc(C)c4c3=O)CC2C)c1 (centres undefined),50µM*,-21%,?,-16%,/,-28%,-4%
COC(=O)CSc1[nH]c(=O)cc(C)c1C#N,1%,-8%,-7%,-18%,-36,6%,-2%
CCCn1cc([C@@H]2C[C@H]3CN(Cc4cccc(Cl)c4)C(=O)[C@]34CCCN24)c(C)n1,2%,0%,5%,57%,0,2%,0%
O=C1c2ccccc2C(=O)C12OC2c1ccc(Cl)cc1Cl (centres undefined),-9%,-3%,-9%,-22%,-9,-15%,-3%
CCc1ccccc1NC(=S)N(CCN(C)C)C(C)c1ccco1 (centres undefined),2%,-3%,1%,-17%,-6,7%,11%
CC[C@@H](NC(=O)Cn1cc(C)c(=O)[nH]c1=O)c1ccccc1,/,/,-1%,/,17,/,4%
Cc1occc1C(=O)NC(C)C1CCCO1 (centres undefined),2%,2%,1%,-8%,-9,22µM*,17%
COc1ccc(N2CCN(C(=O)c3ccc4[nH]c(C)c(C)c4c3)CC2)cc1,-7%,-9%,-4%,-7%,13,3%,-22%
CC(=O)Nc1ccc2c(c1)nc1n2CCN(C2CCCCC2)C1,0%,0%,2%,1%,-14,/,-3%
COC(=O)C1=C(c2cccc(OC)c2OC)C[C@@H]2CC[C@H]1N2C(=O)NCc1ccc(C(F)(F)F)cc1,/,/,1%,/,-11,/,-5%
COc1cc(C(=O)NCC(c2ccco2)N2CCOCC2)cc(OC)c1OC (centres undefined),0%,/,2%,0%,1,-17%,-1%
Cc1c(S(=O)(=O)Nc2cccc3ccccc23)c(=O)n(C)c(=O)n1C,?,/,-1%,-14%,11,-2%,14%
COc1cc2c(cc1O)CCN(C(=O)c1ccco1)C2C (centres undefined),-4%,-4%,2%,-13%,21,-11%,?
Cc1noc(C)c1COC(=O)c1cc2ccccc2cc1O,4%,-9%,0%,-11%,-28,14%,-4%
CC(C)N1CCC(C)(C(=O)Nc2ccccc2Oc2ccccc2)C1 (centres undefined),/,/,-1%,/,28,/,-4%
O=C1CCC(=O)N1c1ccc(NC2CCN(Cc3ccccc3)CC2)c([N+](=O)[O-])c1,0%,2%,1%,-22%,-4,12%,-1%
O=C(O)c1ccc(CN2C(=O)c3ccc(Oc4ccc([N+](=O)[O-])cc4)cc3C2=O)cc1,-5%,-2%,-13%,-13%,25,4%,-1%
Nc1nc(NCc2ccccc2)nc(NCc2ccccc2)c1[N+](=O)[O-],-8%,1%,-10%,-10%,?,4%,-1%
COc1ccc(CC(=O)Nc2ccc3c(c2)CCC3)cc1,-15%,1%,-12%,-36%,89,-5%,-13%
S=C(NCc1cccnc1)Nc1cccc(Cl)c1,3%,6%,-12%,-21%,-6,32µM*,-18%
O=C(CSCc1ccc(Cl)cc1)Nc1ccc(S(=O)(=O)N2CCOCC2)cc1,0%,4%,13%,-24%,-18,-1%,-12%
O=C(CCC1CCCN(C(=O)Cc2ccc(F)cc2)C1)N1CCN(c2ccccn2)CC1 (centres undefined),10%,8%,2%,102%[activator],?,-1%,-5%
O=C(Nc1ccc(S(=O)(=O)N2CCCC2)cc1)C1CCCN1C(=O)c1cccs1 (centres undefined),4%,3%,1%,-19%,-101*,-1%,8%
Cc1c(N=Cc2c(O)n(Cc3ccc(F)cc3)c(=O)[nH]c2=O)c(=O)n(-c2ccccc2)n1C,7%,5%,/,-18%,27,-36%,14%

# Laid out differently: entries from further up
# Value order: AmpC detergent	LmPK inh	Tb PYK inh	AmpC no deterg	HCMV antiviral	Sm TGR inh	AMA1 RON2 block
- CC(C)N1CCC(C)(C(=O)Nc2ccccc2Oc2ccccc2)C1 (centres undefined)
  /	/	-1%	/	28	/	-4%
- O=C1CCC(=O)N1c1ccc(NC2CCN(Cc3ccccc3)CC2)c([N+](=O)[O-])c1
  0%	2%	1%	-22%	-4	12%	-1%
- O=C(O)c1ccc(CN2C(=O)c3ccc(Oc4ccc([N+](=O)[O-])cc4)cc3C2=O)cc1
  -5%	-2%	-13%	-13%	25	4%	-1%

# (continued)
SMILES,AmpC detergent,LmPK inh,Tb PYK inh,AmpC no deterg,HCMV antiviral,Sm TGR inh,AMA1 RON2 block
O=C(COc1ccc2c3c(c(=O)oc2c1)CCC3)NCc1ccncc1,1%,-12%,0%,-6%,-14,7%,-10%
COc1ccccc1/C=C1\SC(=S)N(CCC(=O)N2CCCCC2CCO)C1=O (centres undefined),?,8%,-4%,175%[activator],-77*,-1%,-20%
CSc1ncc(Cl)c(C(=O)Nc2c(C(=O)c3ccc(C)c(F)c3)oc3ccccc23)n1,17%,/,2%,/,4,3%,/
CCOc1ccc2c(c1)n(CO)c(=S)n2CO,?,-9%,1%,-13%,-7,-2%,10%
CNC(=O)C1=C(C)n2c(nc3ccccc32)NC1c1ccc(OC)cc1 (centres undefined),2%,-1%,6%,13%,42,-10%,-7%
CN(C)S(=O)(=O)NC(c1ccccc1)c1ccccc1,?,0%,6%,-13%,16,43%[activator],-2%
Cc1ccccc1N(CC(=O)NC(C)(C)C)C(=O)CCC(=O)Nc1nccs1,-5%,-1%,-1%,9%,-7,3%,2%

# Screening results (PubChem BioAssay)
